Source: PubChem BioAssay (several laboratories)
PPARg SRC-3 ag: promotes SRC-3 coactivator recruitment by human PPARgamma; P37231; biochemical PPARgamma/SRC-3 coactivator recruitment assay; activation, % at 8 µM; 200,000 tested, 0.26% active; AID 731; in the data active = activation above about 23%;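 note: 0% = DMSO and 100% = reference agonist; some compounds past the cut are filed as inactive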
Target sequence (P37231 whole entry, looked up): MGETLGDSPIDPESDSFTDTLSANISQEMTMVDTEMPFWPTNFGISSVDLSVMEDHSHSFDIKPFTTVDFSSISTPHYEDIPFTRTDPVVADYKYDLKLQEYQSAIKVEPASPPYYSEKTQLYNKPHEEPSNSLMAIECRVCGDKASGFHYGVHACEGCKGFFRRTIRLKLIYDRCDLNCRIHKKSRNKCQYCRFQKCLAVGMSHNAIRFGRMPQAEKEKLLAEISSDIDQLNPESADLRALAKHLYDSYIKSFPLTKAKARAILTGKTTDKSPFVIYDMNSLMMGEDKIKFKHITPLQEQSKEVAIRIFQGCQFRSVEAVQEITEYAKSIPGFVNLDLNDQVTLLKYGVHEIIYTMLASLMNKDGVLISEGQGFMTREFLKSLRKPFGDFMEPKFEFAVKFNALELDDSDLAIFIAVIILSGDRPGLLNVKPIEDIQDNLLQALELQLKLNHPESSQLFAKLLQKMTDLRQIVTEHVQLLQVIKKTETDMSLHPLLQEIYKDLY
PPARg SRC-1 ag: agonists of human PPARgamma SRC-1 coactivator recruitment; P37231; PPARgamma-SRC-1 coactivator recruitment biochemical assay; activation, % at 8 µM; 200,000 tested, 0.41% active; AID 631; in the data active = activation above about 19%;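 note: 0% = DMSO and 100% = reference agonist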
L major viab: inhibitors of Leishmania major promastigote growth. Leishmania major promastigotes, resazurin fluorescence viability. inhibition, % at 10 µM. 200,000 tested, 9% active. AID 1063; in the data active = inhibition above about 50%;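 note: promastigotes grown with compound for 44 hours at 28 °C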
PPARg SRC-2 ag: promotes SRC-2 coactivator recruitment by human PPARgamma | 200,000 tested, 0.34% active | activation, % at 8 µM | AID 1032 | PPARgamma LBD-SRC-2 recruitment, biochemical; in the data active = activation above about 22%;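 note: 0% = vehicle and 100% = reference agonist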
ROMK mod: modulates human ROMK potassium channel activity; P48048; Tet-inducible ROMK, thallium flux fluorescence; actives lie on both sides; B-score at 10 µM; 130,000 tested, 2% active;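 active = signal ratio slope over the read window, or its plate-corrected B-score, at least 3 SD from the plate mean, either direction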;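 note: B-score of the F/F0 ratio slope over 7 to 12 s after thallium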
Target sequence (P48048 whole entry, looked up): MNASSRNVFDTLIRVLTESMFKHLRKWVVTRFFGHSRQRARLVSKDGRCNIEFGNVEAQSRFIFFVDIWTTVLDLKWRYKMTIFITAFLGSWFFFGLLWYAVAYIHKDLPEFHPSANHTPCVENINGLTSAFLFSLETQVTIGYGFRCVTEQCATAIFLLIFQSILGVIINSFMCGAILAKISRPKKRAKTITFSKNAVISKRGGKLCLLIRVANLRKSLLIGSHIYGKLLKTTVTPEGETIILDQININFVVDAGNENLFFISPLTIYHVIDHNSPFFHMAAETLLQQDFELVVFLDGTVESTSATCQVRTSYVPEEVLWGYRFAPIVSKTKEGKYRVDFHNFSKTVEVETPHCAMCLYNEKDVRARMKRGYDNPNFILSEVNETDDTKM
bIAP inhibitor: intestinal alkaline phosphatase (bovine) inhibition | purified bovine IAP, CDP-star luminescence, 30 min | 190,000 tested, under 10 active | AID 1019 | inhibition, % at 20 µM;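 active = over 50% inhibition of intestinal alkaline phosphatase at 20 µM in the single-dose screen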
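Assay system: bovine IAP enzyme; medium: DEA buffer 100 mM, pH 9.8, with MgCl2 1.0 mM, ZnCl2 0.02 mM; doses: 20 µM single dose; incubation: enzyme reaction for 30 min at room temperature; detection: CDP-star luminescence signal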
DTT redox prof: compounds producing H2O2 with reducing agent – biochemical, NIH compound library profiling, artefact control for MLSCN library redox annotation, primary screen | DTT-dependent redox cycling H2O2, phenol red/HRP absorbance; 100% = 100 µM peroxide control, 0% = buffer | activation, % at 10 µM | 200,000 tested, 0.03% active | AID 878;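 active = activation of at least 50% relative to the plate's high and low controls in the primary single-dose screen; inactive = activation below 50%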;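 note: compound incubated with DTT at 0.8 mM final as the reducing agent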
S1P3 antag: antagonists of human S1P3 receptor; Q99500; CHO S1P3 NFAT-BLA reporter, FRET fluorescence, antagonist mode; inhibition, % at 4.98 µM; 170,000 tested, 0.27% active;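 active = inhibition above the plate cutoff, the mean inhibition of test wells on that plate plus 3 SD, cut at about 28% in these data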;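 note: cells challenged with S1P at its EC80 of 0.8 µM; blue over green emission ratio from cleaved BLA substrate after 4 h stimulation; 0% = S1P-stimulated wells and 100% = unstimulated DMSO-only wells; some compounds past the cut are filed as inactive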
bIAP activator: intestinal alkaline phosphatase (bovine) activation; purified bovine IAP, CDP-star luminescence, 30 min; active compounds read high; fold of DMSO-control signal, blank-subtracted; activation factor at 20 µM; 200,000 tested, 0.17% active;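 active = activation factor of 2 or more at 20 µM, a signal rise over negative controls twice the positive control's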
TLR4-MyD88 BLA: TLR4-MyD88 interaction inhibition in cells; inhibition, % at 8.4 µM; O00206+Q99836; HeLa CL3-4 TLR4/MyD88 BLA complementation, FRET ratio; AID 861; 200,000 tested, 0.18% active; in the data active = inhibition above about 25%;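 note: 0% = vehicle and 100% = reference inhibitor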
SRC2 TRFRET art: flags TR-FRET format artefacts in PPARgamma SRC-2 recruitment agonist screen; TR-FRET artefact counter-screen; active compounds read high; TR-FRET ratio at 8 µM; 200,000 tested, 0.4% active; in the data active = TR-FRET ratio above about 2000; note: inactives centre near 1500; reference of the scale not given here
Numbers without * were called inactive; x = not tested or not shown.

SMILES	PPARg SRC-3 ag	PPARg SRC-1 ag	L major viab	PPARg SRC-2 ag	ROMK mod	bIAP inhibitor	DTT redox prof	S1P3 antag	bIAP activator	TLR4-MyD88 BLA	SRC2 TRFRET art
O=C(NCC(c1cccs1)N1CCOCC1)c1cc([N+](=O)[O-])ccc1Cl (stereo not given)	0	6	-7	1	0.51	2	0.5	1	1	9	1761
COc1cc(C(=O)Nc2ccc(C(N)=O)cc2)c([N+](=O)[O-])cc1OC	6	3	3	-2	0.011	4	-1.1	1	1	-13	1467
NS(=O)(=O)c1ccc(CCNC(=O)/C=C/c2cccc([N+](=O)[O-])c2)cc1	-2	-2	-2	-5	-0.098	-10	2.5	1	1.1	-11	1493
COc1cccc(CNC(=O)C(=O)NCC2CCCO2)c1 (stereo not given)	-16	-2	-5	-5	x	-17	0.6	x	1.2	-13	1479
O=C1N2CCCc3cccc(c32)C12Nc1ccccc1S2 (stereo not given)	7	-2	21	-3	x	15	11	9	0.9	1	1389
COc1ccc(OC)c(NC(=O)CSc2nc(C)cs2)c1	5	7	3	-2	x	11	3.1	21	0.9	-3	1685
Cc1cccc(OCC(=O)Nc2cccc3nsnc23)c1	-6	1	-6	19	-0.26	9	0.2	x	0.9	1	1755
CCOC(=O)N1CCN(c2c(NCCCN(CC)CC)c(=O)c2=O)CC1	5	-4	-2	9	0.022	-5	0.1	x	1.1	4	1418
N#Cc1c(C(F)(F)F)cc(-c2ccccc2)nc1SCc1nc(N)nc(N2CCOCC2)n1	8	10	-3	10	x	11	-2.4	2	0.9	19	1709
CC(C)(C)n1nc2c(c1NC(=O)c1cc3ccccc3o1)CS(=O)(=O)C2	3	0	-2	2	1.1	-12	0.1	3	1.1	18	1718
Cc1cc(/C=N/NC(N)=O)c(C)n1-c1ccc(F)cc1	-3	-2	-3	3	2.9*	2	-0.1	2	1	3	1556
C=CCn1c(Cc2cccs2)nnc1SCC(=O)NCc1ccco1	2	-4	-9	-8	0.014	-1	0.2	x	1	2	1388
N#CCCN1CCN(CCC#N)CC1	-8	2	-3	-8	1.3	21	0.1	-38	0.8	8	1502
CC(C)(C)c1ccc(OC(=O)c2cccnc2)cc1	0	6	0	4	-1.4	6	2.4	x	0.9	-12	1401
COc1cc(C)c(NC(=O)C(=S)NCCc2ccccc2)cc1C	2	6	-1	-1	0.65	-3	0.3	13	1	-4	1668
CC(C)OCCCNC(=O)CN1C(=O)/C(=C/c2ccccc2)Sc2ccccc21	0	4	59*	9	-3.2	-3	-0.7	2	1	-10	1706
NC(=O)CCn1nc(-c2ccccc2)c2ccccc2c1=O	0	-8	-6	6	0.49	1	-0.3	x	1	-8	1597
COc1ccc(-c2nnc(SCC(=O)Oc3ccc(C)cc3)o2)cc1	7	0	-2	13	-0.083	1	0.3	x	1	0	1474
O=c1cc(N2CCc3ccccc32)[nH]c(=O)n1-c1ccc(Cl)cc1	0	2	-6	-2	0.49	12	-2.1	1	0.9	-1	1543
CC(=O)N(C)c1ccc(NC(=O)/C=C/c2ccccc2Cl)cc1	0	7	60*	1	x	-1	0.3	x	1	0	1550
CSc1nc(-c2ccc(N(C)C)cc2)c(C#N)c(=O)n1C	4	4	-4	5	x	17	-1.0	-10	0.8	-5	1646
COC(=O)c1ccc(CSc2nnc(CS(=O)Cc3ccc(Br)cc3)n2-c2ccccc2)cc1 (stereo not given)	2	7	2	13	-1.7	2	-0.1	-19	1	5	1526
CS(=O)(=O)N1CCc2cc(C(=O)OCC(=O)c3ccccc3)ccc21	6	4	-5	10	-0.045	9	0.0	x	0.9	-7	1562
COc1ccc2[nH]c(=O)c(CN(Cc3nnnn3Cc3ccccc3)CC3CCCO3)cc2c1 (stereo not given)	6	1	6	1	-1.7	2	-0.3	-37	1	3	1485
CC(C)[C@H](Nc1ccc(S(=O)(=O)N2CCOCC2)cc1[N+](=O)[O-])C(=O)OCC(=O)N(C(C)C)C(C)C	0	-2	82*	3	-0.96	-6	-0.4	15	1.1	-10	1514

13 structures from above, sorted by molar mass, rising.
SMILES	PPARg SRC-3 ag	PPARg SRC-1 ag	L major viab	PPARg SRC-2 ag	ROMK mod	bIAP inhibitor	DTT redox prof	S1P3 antag	bIAP activator	TLR4-MyD88 BLA	SRC2 TRFRET art
CC(C)(C)c1ccc(OC(=O)c2cccnc2)cc1	0	6	0	4	-1.4	6	2.4	x	0.9	-12	1401
Cc1cc(/C=N/NC(N)=O)c(C)n1-c1ccc(F)cc1	-3	-2	-3	3	2.9*	2	-0.1	2	1	3	1556
COc1cccc(CNC(=O)C(=O)NCC2CCCO2)c1 (stereo not given)	-16	-2	-5	-5	x	-17	0.6	x	1.2	-13	1479
Cc1cccc(OCC(=O)Nc2cccc3nsnc23)c1	-6	1	-6	19	-0.26	9	0.2	x	0.9	1	1755
CSc1nc(-c2ccc(N(C)C)cc2)c(C#N)c(=O)n1C	4	4	-4	5	x	17	-1.0	-10	0.8	-5	1646
COc1ccc(OC)c(NC(=O)CSc2nc(C)cs2)c1	5	7	3	-2	x	11	3.1	21	0.9	-3	1685
O=c1cc(N2CCc3ccccc32)[nH]c(=O)n1-c1ccc(Cl)cc1	0	2	-6	-2	0.49	12	-2.1	1	0.9	-1	1543
COc1ccc(-c2nnc(SCC(=O)Oc3ccc(C)cc3)o2)cc1	7	0	-2	13	-0.083	1	0.3	x	1	0	1474
CS(=O)(=O)N1CCc2cc(C(=O)OCC(=O)c3ccccc3)ccc21	6	4	-5	10	-0.045	9	0.0	x	0.9	-7	1562
CCOC(=O)N1CCN(c2c(NCCCN(CC)CC)c(=O)c2=O)CC1	5	-4	-2	9	0.022	-5	0.1	x	1.1	4	1418
CC(C)(C)n1nc2c(c1NC(=O)c1cc3ccccc3o1)CS(=O)(=O)C2	3	0	-2	2	1.1	-12	0.1	3	1.1	18	1718
O=C(NCC(c1cccs1)N1CCOCC1)c1cc([N+](=O)[O-])ccc1Cl (stereo not given)	0	6	-7	1	0.51	2	0.5	1	1	9	1761
CC(C)OCCCNC(=O)CN1C(=O)/C(=C/c2ccccc2)Sc2ccccc21	0	4	59*	9	-3.2	-3	-0.7	2	1	-10	1706

Continued.
SMILES	PPARg SRC-3 ag	PPARg SRC-1 ag	L major viab	PPARg SRC-2 ag	ROMK mod	bIAP inhibitor	DTT redox prof	S1P3 antag	bIAP activator	TLR4-MyD88 BLA	SRC2 TRFRET art
CN1CCC(=NNC(=O)C(=O)NC(C)(C)C)CC1	-2	4	-8	6	1.1	-276	0.2	x	3.8*	-5	1474
Cc1ccccc1N1CCN(S(=O)(=O)N(C)C)CC1	0	-4	-3	-3	-0.039	-14	-0.2	-1	1.1	10	1505
O=C(Nc1ccccc1N1CCOCC1)C1(c2ccc(Cl)cc2)CCC1	3	-1	13	-2	0.51	3	-1.1	-16	1	-7	1670
CC(C)(C)OC(=O)N1CCN(C(=O)Cn2cc(CCO)nn2)CC1	-5	-3	0	-10	x	8	0.4	-6	0.9	-21	1535
O=c1c2ccccc2nc2n1C(CSc1ccccc1)CS2 (stereo not given)	0	-5	2	-12	-1.1	11	-0.3	-19	0.9	3	1473
CCc1cc(/C(Cc2csc(C)n2)=N/O)c(O)cc1O	-9	-6	3	-6	-3.3*	16	0.0	x	0.8	5	1449
Cc1cc(C)c(OCC(=O)Nc2nnc(-c3ccco3)o2)c(C)c1	3	13	-2	0	0.57	-10	-1.3	12	1.1	0	1655
CC(=O)N1CCc2cc(S(=O)(=O)NC(C(=O)NCc3ccccc3)C(C)C)ccc21 (stereo not given)	-24	0	-2	4	1.4	4	0.3	-10	1	15	1578
Cc1ccc(-c2nc3cnccn3c2Nc2ccc3c(c2)OCCO3)o1	4	4	-6	6	x	-8	-2.1	x	1.1	1	1638
C=CCn1c(SCC(=O)c2ccc(CNC(C)=O)o2)nc2scc(C3CC3)c2c1=O	-9	2	11	4	0.32	-1	-1.6	-3	1	-8	1482
COc1ccccc1Cn1c(=O)[nH]c2cccnc21	4	3	0	3	x	12	-0.7	-32	0.9	9	1484
O=C(NCc1ccc2c(c1)OCO2)C(c1ccco1)N(C(=O)c1csnn1)c1ccccc1 (stereo not given)	11	4	3	6	-0.67	16	-0.4	x	0.8	11	1708
Cc1ccccc1OCCNC(=O)CNC(=O)c1ccccc1O	-11	-6	11	-8	x	4	3.0	-12	1	-7	1437
COc1cc(OC)c(C2=Nc3ccc(Br)cc3C(c3ccccc3)N2CC(=O)NN)cc1OC (stereo not given)	9	14	4	8	x	-1	-0.8	-26	1	6	1905
O=C(NCC1CCCO1)c1ccc2c(c1)C(=O)N(C1CCCCC1)C2=O (stereo not given)	0	10	-2	5	x	8	0.5	-3	0.9	-6	1730
Oc1ccc2ccccc2c1CN1CCN(c2ccccc2F)CC1	5	-7	7	2	x	7	-0.7	-30	0.9	-5	1330
O=c1cc2c(nn1Cc1ccc(Cl)cc1)-c1ccccc1CC2	-1	5	-1	8	-1.7	4	0.2	x	1	-1	1428
CC1(C)Oc2ccc(/C=C/C(=O)N3CCOCC3)c(O)c2C(N2CCOCC2)C1O (stereo not given)	-1	0	-7	13	0	-11	-0.4	3	1.1	9	1636
CN(C)c1ccc(C(c2nnnn2C2CCCCC2)N2CCN(C(=O)c3ccco3)CC2)cc1 (stereo not given)	1	4	28	1	x	x	-3.3	-8	x	-1	1494
O=C(CCNS(=O)(=O)c1cccs1)NCc1ccccc1	-9	-10	0	-4	-0.57	2	1.0	x	1	-16	1460
CCOc1cccc(-c2nnc(SCC(=O)Nc3cccc(OC)c3)n2N)c1	2	-3	2	4	x	18	-3.7	16	0.8	-2	1365
O=C(COC(=O)Cc1ccc(Br)cc1)NCc1ccc(F)cc1	-1	4	-6	2	-0.65	1	-0.6	5	1	-13	1501
COc1ccc2nc(NC(=O)c3ccoc3C)sc2c1	-15	2	38	6	0.26	-3	0.8	-5	1	7	1596
Cc1ccc2c(c1)N(CCC(=O)NCc1cccs1)C(=O)C(C)O2 (stereo not given)	1	1	1	5	1.4	3	0.1	x	1	-3	1529
Cc1[nH]c2ccc(F)cc2c1CCN(Cc1ccncc1)C(=S)Nc1cccc(F)c1	-12	-4	99*	-1	0.98	-12	-0.3	4	1.1	2	1455
Cc1ccccc1C(=O)NC(=S)NCCc1ccccc1	1	2	0	-2	-1.7	9	0.1	-7	0.9	-3	1721
c1ccc(-n2nc3ccccc3n2)cc1	7	-6	-5	-3	-0.18	13	0.8	x	0.9	8	1582
